Screening results as filed in PubChem BioAssay.
Luc counter: counter-screen: inhibitors of Kinase-Glo firefly luciferase; Q27757; Kinase-Glo luciferase, ATP luminescence, 8 min; Potency, µM (highest dose often 38.3 µM), for inactives: top-dose activity change, negative = inhibition, most hits filed as inhibitors; 200,000 compounds, 0.28% hits; AID 1379; also: potency is read from the fitted curve at half-maximal effect; % is scaled to controls: 0 for no effect and ±100 for the full control effect; nearly all actives have a fitted effect of over 60% in size
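Compound is pinned into ATP-containing buffer (10 uM ATP, imidazole pH 7.2, 7 mM MgCl2). Kinase-Glo luciferase reagent is then added. Light output is recorded following an 8-min room-temperature incubation.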
HttQ103 aggreg: reduces HttQ103-GFP aggregates in PC12 cells; PC12 HttQ103-GFP aggregates, Acumen cytometry, 40 h; 220,000 compounds, 1.1% hits; Potency, µM (top dose mostly 46.1 µM), inactives show at the highest dose activity change, negative = inhibition, most hits filed as inhibitors; also: potency is read from the fitted curve at half-maximal effect; % is scaled to controls: 0 for no effect and ±100 for the full control effect; nearly all actives have a fitted effect of over 60% in size
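Using laser scanning cytometry, GFP-positive aggregates were counted after lysis of PC12 cells induced with 100 nM tebufenozide to express HTT exon 1 Q103–GFP. Compounds were tested in titration.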
LMNA splice mod: changes lamin A minigene splicing in HeLa cells | HeLa LMNA splicing GFP/RFP minigene ratio, 48 h | 200,000 compounds, 0.01% hits | Potency, µM (series often up to 46.1 µM), inactives show top-dose ratio change, negative = inhibition, most hits filed as inhibitors; active = well fitted inhibition curve with a large enough effect in the signal ratio, with a control signal flat, not every such curve was filed as active; inconclusive = small, poorly fitted or top-dose-only effect, or effect the other way, or a change in a side signal; the % refers to the signal ratio; also: potency is read from the fitted curve at half-maximal effect; % is scaled to controls: 0 for no effect and ±100 for the full control effect
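S3 HeLa stable clones carrying a lamin A-EGFP splicing minigene plus DsRed2 were seeded at 600 cells/well in Opti-MEM with 2% FBS, pin-dosed and incubated 48 h at 37°C. Acumen cytometry (488 nm) gave the GFP/RFP total-intensity ratio.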
CBFb-RUNX1 inh: CBF-beta/RUNX1 interaction disruption; AlphaScreen CBFb-His/RUNX1-biotin binding, biochemical; Potency, µM (series often up to 59.8 µM), for the others: at the top dose activity, negative = inhibition, most hits filed as inhibitors; 230,000 tested, under 10 active; AID 1477; also: % of control where 0% means no effect
Target sequence (Q01196 whole entry, looked up): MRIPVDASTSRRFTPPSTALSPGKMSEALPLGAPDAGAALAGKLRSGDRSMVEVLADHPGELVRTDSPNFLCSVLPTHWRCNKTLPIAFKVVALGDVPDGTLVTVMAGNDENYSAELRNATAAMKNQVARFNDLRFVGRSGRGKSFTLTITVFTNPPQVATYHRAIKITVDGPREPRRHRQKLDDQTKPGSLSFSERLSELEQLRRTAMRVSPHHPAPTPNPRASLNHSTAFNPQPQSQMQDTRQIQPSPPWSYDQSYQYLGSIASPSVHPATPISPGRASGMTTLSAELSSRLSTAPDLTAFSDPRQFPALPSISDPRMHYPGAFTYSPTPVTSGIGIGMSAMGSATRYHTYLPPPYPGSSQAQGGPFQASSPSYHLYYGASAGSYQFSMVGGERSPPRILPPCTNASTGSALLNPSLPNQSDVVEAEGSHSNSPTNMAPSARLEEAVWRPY
Target sequence (Q13951 whole entry, looked up): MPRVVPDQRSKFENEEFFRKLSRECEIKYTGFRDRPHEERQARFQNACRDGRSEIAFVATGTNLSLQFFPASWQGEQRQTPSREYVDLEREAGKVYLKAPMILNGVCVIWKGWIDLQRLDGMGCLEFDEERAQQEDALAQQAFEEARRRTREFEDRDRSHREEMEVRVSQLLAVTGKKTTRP
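AlphaScreen binding: CBFb-His and RUNX1-biotin (30 nM each) preincubated 20 min, compound added for 15 min, then nickel and streptavidin beads for 90 min, all at room temperature. Disruption of the interaction by any mechanism counts as activity.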
Epigenetic reg: epigenetic control regulation, reporter derepression; murine LDR cells, GFP reporter derepression, 30 h; Potency, µM (top dose mostly 53.9 µM), for the others: top-dose GFP activation, usual class: activators; 280,000 compounds, 0.2% hits; also: potency is read from the fitted curve at half-maximal effect; % of control where 0% means no effect; nearly all actives have a fitted effect of over 60% in size
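GFP-positive cell count by laser-scanning cytometry (objects 20–120 um) after 30 h, 37 C compound exposure of murine LDR cells; reporter is CMV-GFP integrated at a silenced locus, inducible by HDAC or DNMT inhibitors.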
NPSR antag: antagonists of human neuropeptide S receptor cAMP signaling. Q6W5P4. CHO-NPSR cells, cAMP TR-FRET, antagonist mode. Potency, µM (top dose mostly 38.3 µM), without a hit: at the top dose activity change, negative = inhibition, usual class: inhibitors. 220,000 compounds, 1% hits. AID 1461; also: potency is read from the fitted curve at half-maximal effect; % is scaled to controls: 0 for no effect and ±100 for the full control effect; nearly all actives have a fitted effect of over 50% in size; many of its hits are not listed in these tables
Target sequence (Q6W5P4 whole entry, looked up): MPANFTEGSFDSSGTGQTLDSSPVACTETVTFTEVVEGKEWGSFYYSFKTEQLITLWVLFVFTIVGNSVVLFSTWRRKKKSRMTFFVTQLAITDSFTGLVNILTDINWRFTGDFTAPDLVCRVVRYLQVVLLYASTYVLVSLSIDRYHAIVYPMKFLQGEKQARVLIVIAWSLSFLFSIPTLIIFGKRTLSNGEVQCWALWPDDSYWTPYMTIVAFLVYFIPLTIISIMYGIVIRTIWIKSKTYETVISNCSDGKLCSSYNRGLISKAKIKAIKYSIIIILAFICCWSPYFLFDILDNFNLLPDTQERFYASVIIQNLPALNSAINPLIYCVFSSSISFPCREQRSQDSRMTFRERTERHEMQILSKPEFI
IMPase Li inh: IMPase inhibition in cells with lithium potentiation; AID 1457; CHO-M1 cells, IP1 TR-FRET (IP-One), carbachol + lithium; Potency, µM (top dose mostly 59.4 µM), for inactives: at the highest dose activity, negative = IMPase inhibition, hits mostly inhibitors; 210,000 compounds, 0.35% hits;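 also: IP1 builds up when IMPase is blocked and the TR-FRET signal falls; potency is read from the fitted curve at half-maximal effect; plate controls were basal vehicle for no effect and high inhibitor control for full effect; nearly all actives have a fitted effect of over 50% in size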
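CHO cells stably expressing M1 receptor (2000/well, cultured 16–30 h) treated 30 min at 37C with compound plus low lithium. Cytosolic IP1 by TR-FRET (665/620 ratio and 620 channel) after 10 min lysis; AC50 by Hill fit.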
* = called active by the depositor; ? = inconclusive; · = no result given; & = joins results of further samples; [ ] = remark or other dose. Unless noted, calls follow the shape of the dose curve; as a rule, active = well fitted curve in the direction sought with a large enough effect; inconclusive = small, poorly fitted or top-dose-only effect, or another doubt; inactive = no such curve, though single readings can be large; an effect the other way counts as inactive or inconclusive. Only part of the results is shown. The share of hits here may be higher or lower than overall.

smiles	Luc counter	HttQ103 aggreg	LMNA splice mod	CBFb-RUNX1 inh	Epigenetic reg	NPSR antag	IMPase Li inh
COc1ccc(/C=N/NC(=O)c2[nH]ncc2Br)c(OC)c1	-16.7%	-21.0%	-0.3%	10.2%	-9.6%	-1.2%[46.1 µM]	10.4%
CSc1nc(S(=O)(=O)c2ccc(C)cc2)c(Cl)s1	6.5%	-12.7%	·	-21.3%	-1.2%	-18.8%	4.2%
CC1CN(c2ccc(Oc3ccccc3)cc2)c2nc3c(c(=O)n(CC(N)=O)c(=O)n3C)n2C1 (configuration not stated)	·	-7.2%[9.22 µM]	·	-0.8%	2.3%	-19.2%	·
Cc1onc(C(=O)NCc2cccs2)c1[N+](=O)[O-]	-0.1%	-1.4%	?	-1.0%	-1.3%	24.0%	-6.3%
CCOc1cc(/C=C2/NC(=S)NC2=O)ccc1OCc1ccc([N+](=O)[O-])cc1	4.0%	-7.7%	-4.4%	?	-0.9%	-13.6%[46.1 µM]	-4.4%
Cc1nn(C)c(C)c1/C=N/O	4.4%	-10.8%[9.22 µM]	9.3%	0.1%	-3.0%	-2.4%[46.1 µM]	-18.5%[38.3 µM]
O=C(CSc1nnc(-c2ccncc2)n1CC1CCCO1)Nc1nccs1 (configuration not stated)	0.6%	-4.9%	-1.5%	5.3%	-0.8%	-0.5%[46.1 µM]	7.5%
Fc1ccc(COc2ccc(Br)cc2CNCC2CCCO2)cc1 (configuration not stated)	0.1%	6.8%	·	9.0%	-0.6%	-52.7%	11.8%
Cn1c(=O)[nH]c2nc[nH]c2c1=O	-5.0%	·	3.4%	·	0.0%	·	-3.4%
Cc1cc(Cl)ccc1NC(=O)CSc1nnc(Cc2cccs2)n1Cc1ccco1	0.5%	5.9%	-16.1%	1.0%	4.8%	-28.3%[46.1 µM]	33.3%[38.3 µM]
O=C(CCn1c(=O)c2sccc2n(Cc2cc(=O)n3ccccc3n2)c1=O)NCc1ccco1	·	-5.2%	3.6%	4.4%	-1.0%	-3.8%[46.1 µM]	·
CCOc1ccc(CNC(=O)C2CCN(S(=O)(=O)N3CCCC3)CC2)cc1OC	3.4%	12.3%	8.4%	-1.7%	1.0%	-8.7%[46.1 µM]	7.9%[38.3 µM]
Cc1ccc(/C=N/NC(=O)Cc2cccn2C)s1	-3.1%	-7.3%	3.0%	-3.0%	1.1%	7.3%	22.0%
N#CC(c1nc2ccccc2nc1N1CCCC1)S(=O)(=O)c1ccccc1 (configuration not stated)	3.5%	-0.9%	24.4%	-12.7%	2.2%	-9.9%[46.1 µM]	-4.8%[38.3 µM]
CCN(Cc1ccccc1)C(=O)/C=C/c1ccccc1[N+](=O)[O-]	0.3%	8.6%	·	-8.6%	0.3%	-26.7%	8.7%

Remaining list, next part
smiles	Luc counter	HttQ103 aggreg	LMNA splice mod	CBFb-RUNX1 inh	Epigenetic reg	NPSR antag	IMPase Li inh
COc1ccc(NC(=O)c2cc(Br)ccc2Cl)c(OC)c1	-0.2%	2.9%	-5.9%	4.8%	0.0%	8.6%	4.4%
NC(=O)C[C@@H]1NC(=O)CNC(=O)c2cc([N+](=O)[O-])cc(I)c2NCCC(C(N)=O)NC1=O (some centres not stated)	2.5%	6.8%	-7.9%	2.7%[2.36 µM]	-0.4%	6.3%	-6.7%
Cc1cc(C)cc(OCC(=O)NNC(=O)c2cc(C)[nH]n2)c1	-1.0%	8.4%	23.8%	-0.5%	1.0%	-7.2%[46.1 µM]	0.2%[38.3 µM]
CCCC(=O)Nc1cccc(NC(=O)c2ccc3c(c2)OCO3)c1	-11.5%	-30.5%	-5.3%	-1.2%	1.0%	-13.0%[46.1 µM]	-7.5%[38.3 µM]
COc1ccc(CN(C)C(=O)CCl)cc1	1.2%	12.6µM*	·	11.5%	-1.1%	-11.4%	18.7%
COc1ccc(NC(=O)CC2C(=O)N(c3ccc(Cl)cc3)C(=S)N2CCc2ccccn2)cc1 (configuration not stated)	0.8%	?	?	-8.5%	5.3%	?	7.6%
COc1cccc(OCC(=O)Nc2cc(Cl)ccc2Oc2ccccc2)c1	2.2%	-2.7%	?	?	-3.0%	-15.5%	11.0%
CC1=C(C(=O)OC(C)C)C(c2ccc(Br)s2)NC(=O)N1 (configuration not stated)	3.8%	14.9%[9.22 µM]	-5.3%	2.2%	-2.1%	-10.1%[46.1 µM]	-7.0%[38.3 µM]
O=[N+]([O-])c1cccc(/C(=N/N=C/c2ccccc2Br)C23CN4CN(CN(C4)C2)C3)c1	-3.7%	-19.7%	12.3%	1.4%	-2.2%	-11.2%[46.1 µM]	22.5%[38.3 µM]
CC(=O)N(C(C)=O)c1c(N2CCCC2)c2ccccc2oc1=O	2.2%	-2.0%[9.22 µM]	·	7.7%	1.0%	-15.7%	1.9%
CC(C)CSc1ncc(-c2cccc(C(F)(F)F)c2)cn1	-5.6%	-4.4%	3.0%	0.2%	-0.9%	-20.9%[46.1 µM]	-1.3%[38.3 µM]
Cc1csc(NC(=O)c2cnccn2)n1	?	-21.4%	6.3%	-12.5%	0.0%	-4.7%[46.1 µM]	0.1%[38.3 µM]
O=C(CCc1ccc(O)cc1)c1c(O)cc(O)cc1O	-1.2%&2.8%&1.9%	-4.8%[9.22 µM]	?	0.0%	-1.2%&-0.3%&1.5%&-0.7%	-17.6%[46.1 µM]	16.9%&19.4%&10.3%
O=C(COC(=O)CNC(=O)c1ccco1)NCCN1C(=O)CSC1=O	-1.2%	5.0%	2.5%	0.9%	2.4%	-14.0%[46.1 µM]	-6.7%[38.3 µM]
Cc1ccccc1NC(=S)N(CCCN1CCCCC1)Cc1ccco1	-3.5%	-0.1%	?	9.4%	0.0%	19.0%	7.1%

Continued.
Under each structure – Luc counter | HttQ103 aggreg | LMNA splice mod | CBFb-RUNX1 inh | Epigenetic reg | NPSR antag | IMPase Li inh
- Cc1ccc(C)c(OCCCCn2ccnc2)c1
  4.5% | -8.2%[9.22 µM] | -0.9% | -1.6% | 1.8% | 18.7%[46.1 µM] | 25.2%[38.3 µM]
- CC1CCN(S(=O)(=O)c2ccc(N=NC3=C(O)CC(C)(C)CC3=O)cc2)CC1
  -1.6% | -3.3% | -2.5% | -10.7% | 3.9% | 2.1% | -4.7%
- CCOc1ccccc1NC(=O)CC1SC(=N)N(c2ccccc2)C1=O (configuration not stated)
  0.8% | 18.6% | -7.3%[46 µM] | -3.8% | -0.4% | -4.0% | 4.6%
- CC1N/C(=C\C(=O)c2ccccc2)N(O)C1(C)C (configuration not stated)
  -7.1% | 0.0% | -0.3% | -3.7% | 0.1% | -2.5%[46.1 µM] | -4.7%[38.3 µM]
- CS(=O)(=O)N1CCC(C(=O)Nc2cc(Cl)cc(Cl)c2)CC1
  0.4% | -1.2% | · | 3.8% | 7.4% | 8.6% | 1.5%
- COc1ccc(NS(=O)(=O)c2cc(NC(=O)[C@@H](NC(N)=O)C(C)C)ccc2C)cc1
  · | -25.4%[9.22 µM] | · | 4.4% | 0.5% | 8.4% | ·
- COc1ccc(-c2noc(CCC(=O)NCCCN3CCN(c4ccccc4F)CC3)n2)cc1
  0.2% | ? | · | 0.4% | 0.1% | 10.8% | 5.7%
- COCCCNC(=O)Nc1ccc(F)cc1F
  -2.6% | -16.7% | 13.9% | 5.1% | 0.0% | 4.6%[46.1 µM] | 17.2%[38.3 µM]
- FC(F)(F)c1cccc(Sc2nc(-c3ccccc3)nnc2C(F)(F)F)c1
  1.8% | 7.2% | -3.4% | 13.9% | ? | ? | 4.9%
- COc1ccc(CN2C(=O)c3ccccc3C(/C=N/OCc3ccc(Cl)cc3)C2=O)cc1 (configuration not stated)
  4.1% | -28.8% | -0.5% | 8.8% | -0.9% | -26.6%[46.1 µM] | 17.4%[38.3 µM]

Brought forward from above: three compounds; new compounds follow.
Under each structure – Luc counter | HttQ103 aggreg | LMNA splice mod | CBFb-RUNX1 inh | Epigenetic reg | NPSR antag | IMPase Li inh
- COCCCNC(=O)Nc1ccc(F)cc1F
  -2.6% | -16.7% | 13.9% | 5.1% | 0.0% | 4.6%[46.1 µM] | 17.2%[38.3 µM]
- FC(F)(F)c1cccc(Sc2nc(-c3ccccc3)nnc2C(F)(F)F)c1
  1.8% | 7.2% | -3.4% | 13.9% | ? | ? | 4.9%
- COc1ccc(CN2C(=O)c3ccccc3C(/C=N/OCc3ccc(Cl)cc3)C2=O)cc1 (configuration not stated)
  4.1% | -28.8% | -0.5% | 8.8% | -0.9% | -26.6%[46.1 µM] | 17.4%[38.3 µM]
- COCCn1nnnc1C(C(C)C)N(Cc1cccnc1)Cc1ccccc1Cl (configuration not stated)
  -0.8% | 1.1% | 16.7% | 7.4% | 0.0% | -25.1%[46.1 µM] | 32.7%[activator][38.3 µM]
- CCCCOC(=O)Cn1c(=O)n(CC(=O)OCCCC)c2cc(C)ccc21
  2.2% | 5.2%[9.22 µM] | 2.3% | 6.5% | -4.5% | -24.3%[46.1 µM] | 4.3%[38.3 µM]
- CCOc1ccc(OCC)c(NC(=O)C2CCN(S(=O)(=O)c3c(C)[nH]c(=O)[nH]c3=O)CC2)c1
  0.7% | 17.1% | · | 5.7% | 0.5% | 18.4% | -5.6%
- COc1cc(/C=C(\C#N)C(=O)c2ccc(O)c(O)c2)cc(I)c1O
  -3.1% | · | -25.3% | · | 1.1% | -15.5%[46.1 µM] | 7.7%
- O=C(NCc1ccccc1)c1cc[n+](Cc2ccccc2)cc1
  -0.7% | 2.9% | 8.9%[46 µM] | -13.2% | 0.9% | 0.5% | 6.6%
- Cc1c(Nc2nc3ccccc3nc2NS(=O)(=O)c2cccc(Cl)c2)c(=O)n(-c2ccccc2)n1C
  0.7% | -1.9% | -2.7% | 3.0% | 8.2% | -23.7% | -1.6%
- CN(Cc1ccccn1)Cc1nc(-c2ccc(Cl)cc2)no1
  -1.3% | -6.4%[9.22 µM] | -1.2%[46 µM] | -1.1% | -5.7% | -19.9% | 6.2%
- COc1ccc(NC(=O)CN2C(=O)C(C)Oc3ccccc32)c(OC)c1 (configuration not stated)
  -3.1% | -8.6% | 7.8% | 3.2% | 0.1% | 5.1%[46.1 µM] | -2.9%[38.3 µM]
